# Compound activity deposited in PubChem BioAssay by several laboratories.
# Hep lipid drop: modulators of hepatic lipid droplet formation; AID 1656; AML12 mouse hepatocytes, oleate lipid droplets, BODIPY imaging; 240,000 compounds, 0.4% hits; inhibition, % at 6.5 µM;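 active = lipid droplet intensity inhibited by at least 50%, with more than 500 cells counted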
#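 Assay system: AML12 hepatocytes (mouse); Probe or stimulus: oleic acid at 100 µM to induce lipid droplet formation; Dosing: compound at 6.5 µM only; Schedule: compound with oleate, overnight; Detection: fluorescence imaging, 20x objective, two fields per well; Measure: % inhibition of lipid droplet signal.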
# T cell HTS: T cell immune modulation candidate; 2C CD8+ T cell-vesicle binding, flow cytometry; stronger effect = lower value; calls only at 7 µM; 330,000 compounds, 0.068% hits; AID 2052;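 active = response, share of CD8 T cells binding vesicles, and their 90th percentile fluorescence all below set limits, cut at about 80% in these data, passing the limit was not always enough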
#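 Also added: QL9-peptide-loaded Drosophila micro-vesicles bearing Ld, ICAM-1 and B7-1; Test system: purified 2C TCR transgenic mouse naive CD8+ T cells; Measured by: cytometric PE anti-B7-1 and Alexa647 anti-CD8 signals after 1% paraformaldehyde fixation; Timing: binding step 1.5 h, 37 °C, antibody labelling 20 min, ice.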
# Hep lipid drop cells 6.5 µM: second read-out of Hep lipid drop, no call of its own (marks repeat the call); cell count; measured here: cell count, cytotoxicity flag;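 cells counted across two imaged fields per well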
# T cell HTS vesicle-bound %: also measured in T cell HTS; calls as there; double positive events, %; measured here: CD8+ vesicle-bound cell fraction;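 binding gate set so that unloaded-vesicle control wells show 10% double positive cells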
# Starred values were filed as active, the others as inactive; i = inactive. These rows are one share of the data. The share of hits here may be higher or lower than overall.
# Start of the listing, in advance:
SMILES	Hep lipid drop	Hep lipid drop cells 6.5 µM	T cell HTS	T cell HTS vesicle-bound %
Cc1ccc2c(c1)N(CC(=O)NCCCN1CC(C)CC(C)C1)C(=O)c1cccnc1O2 (stereo unspecified)	-20	671	i	56
COCCN(CCOC)c1nc(-c2ccc(C)cc2)nc2ccccc12	-2	818	i	63
COc1ccc2c(c1)cc(C(=O)N[C@@H](Cc1ccccc1)C(=O)N[C@@H](C)C(=O)O)n2C	4	815	i	64
COc1ccc(C)cc1Nc1nc(C)nc2sc(C)cc12	-13	419	i	28
COc1ccc(CNC(=O)c2ccc(Cl)c(NC3=NC4CS(=O)(=O)CC4S3)c2)cc1 (stereo unspecified)	9	836	i	31
Cn1nc(C(=O)OCC(=O)NCCc2ccccc2)c2ccccc2c1=O	7	832	i	5
Cc1ccc(S(=O)(=O)CC(=O)Nc2ccccn2)cc1	3	840	i	22
Cc1ccc(S(=O)(=O)N(CC(=O)N2CCOCC2)c2ccc(Br)cc2)cc1	-17	730	i	43
O=C(NN1CCOCC1)c1ccccc1Br	2	808	i	42
CC(C)c1c(C(=O)N/N=C2\CCc3ccccc32)nnn1-c1nonc1N	-1	686	i	49
COc1ccccc1NC(=O)N1CCCC1C(=O)NCc1cccs1 (stereo unspecified)	6	834	i	21
Cc1nn(C(C)C(=O)NC2CCC(C)CC2)c(=O)c2nn(-c3ccccc3)c(C)c12 (stereo unspecified)	14	666	i	17

# All compounds of this part, from the start:
SMILES	Hep lipid drop	Hep lipid drop cells 6.5 µM	T cell HTS	T cell HTS vesicle-bound %
Cc1ccc2c(c1)N(CC(=O)NCCCN1CC(C)CC(C)C1)C(=O)c1cccnc1O2 (stereo unspecified)	-20	671	i	56
COCCN(CCOC)c1nc(-c2ccc(C)cc2)nc2ccccc12	-2	818	i	63
COc1ccc2c(c1)cc(C(=O)N[C@@H](Cc1ccccc1)C(=O)N[C@@H](C)C(=O)O)n2C	4	815	i	64
COc1ccc(C)cc1Nc1nc(C)nc2sc(C)cc12	-13	419	i	28
COc1ccc(CNC(=O)c2ccc(Cl)c(NC3=NC4CS(=O)(=O)CC4S3)c2)cc1 (stereo unspecified)	9	836	i	31
Cn1nc(C(=O)OCC(=O)NCCc2ccccc2)c2ccccc2c1=O	7	832	i	5
Cc1ccc(S(=O)(=O)CC(=O)Nc2ccccn2)cc1	3	840	i	22
Cc1ccc(S(=O)(=O)N(CC(=O)N2CCOCC2)c2ccc(Br)cc2)cc1	-17	730	i	43
O=C(NN1CCOCC1)c1ccccc1Br	2	808	i	42
CC(C)c1c(C(=O)N/N=C2\CCc3ccccc32)nnn1-c1nonc1N	-1	686	i	49
COc1ccccc1NC(=O)N1CCCC1C(=O)NCc1cccs1 (stereo unspecified)	6	834	i	21
Cc1nn(C(C)C(=O)NC2CCC(C)CC2)c(=O)c2nn(-c3ccccc3)c(C)c12 (stereo unspecified)	14	666	i	17
Cc1cccc(NC(=O)CNCC(=O)Nc2cccc(C)c2C)c1C	2	673	i	11
CCCCN(C)C(=O)c1ccc2c(c1)N(CC)C(=O)c1ccccc1S2=O (stereo unspecified)	-9	849	i	12
CN(C)S(=O)(=O)c1ccc(C(=O)OC2CCOC2=O)cc1 (stereo unspecified)	-16	777	i	7
CC1=C(C(=O)Nc2cccc(C(=O)NC3CCCCC3C)c2)SCCO1 (stereo unspecified)	14	709	i	8
Cc1ccc(C)c(N2CCN(C(=O)c3ccc(CS(=O)Cc4cccc(Cl)c4)o3)CC2)c1 (stereo unspecified)	2	703	i	14
CCCCn1c(N)c(N(CCOC)C(=O)COC(=O)/C=C/c2ccc(Br)cc2)c(=O)[nH]c1=O	-2	800	i	38
N[C@@H](Cc1ccccc1)C(=O)N1CCC(C(=O)NCC(=O)NCC(=O)O)CC1	-8	817	i	12
COc1ccc(N(C(C)C(=O)N2CCCC2)S(C)(=O)=O)cc1 (stereo unspecified)	-2	798	i	54
Cc1cccnc1CNC(=O)C1CCC(=O)N(CCc2cccc(F)c2)C1 (stereo unspecified)	10	702	i	22
O=C(NC1CCCCCC1)c1cc(S(=O)(=O)N2CCOCC2)ccc1F	10	701	i	31
COC(=O)C1=CN(Cc2ccc(C)cc2)C=C(C(=O)OC)C1c1ccc(F)c(F)c1	-25	832	i	24
COc1cc(C(=O)N2CCN(C)C(C)C2)ccc1OC1CCN(C(C)=O)CC1 (stereo unspecified)	1	841	i	71
O=C(NCc1cccc(F)c1)C1CCC(=O)N(CCc2cccc(F)c2)C1 (stereo unspecified)	14	718	i	33
Cc1ccc(N2CC(O)Cn3c2nc2c3c(=O)n(C)c(=O)n2C)cc1 (stereo unspecified)	-1	813	i	37
Cc1ccc(S(=O)(=O)Cn2nnnc2C(CC(C)C)N2CCN(C3CCCC3)CC2)cc1 (stereo unspecified)	-32	698	i	41
CCc1nn(CC(=O)NCCN2CCOCC2)c(=O)c2cc3c(OC)cccc3n12	11	732	i	18
COc1ccc2[nH]cc(C(=O)C(=O)N3CCCCC3)c2c1	1	771	i	19
O=C(CN1CCN(c2ccccc2)CC1)N1CCc2ccccc21	2	710	i	20
COc1ccc(OC)c(S(=O)(=O)N2CCCC(N3CCN(c4ccccc4)CC3)C2)c1 (stereo unspecified)	4	765	i	26
COc1ccc(NC(=S)N2CCC(NC(=O)C3CCCCC3)CC2)cc1	-1	817	i	16
O=C(CSc1nncn1-c1ccccc1)Nc1c(F)cccc1F	-18	712	i	9
COc1cc(NS(=O)(=O)c2ccc(NC(=O)Cc3ccccc3)cc2)nc(OC)n1	8	763	i	42
CCc1ccc(NC(=O)CSc2nc3nc(C)cc(C)n3n2)cc1	-7	725	i	18
COc1cccc(N2C(=O)CC(Sc3nc(C)cc(C)n3)C2=O)c1 (stereo unspecified)	6	810	i	55
CC(C)[C@H](NC(=O)OC(C)(C)C)C(=O)N1CCC(C(=O)N[C@@H](C)C(=O)Nc2ccc(F)cc2)CC1	0	839	i	6
CCOc1ccccc1N1CCN(CC(=O)NC(C)c2ccccc2)CC1 (stereo unspecified)	14	823	i	54
CN(C)CCCN(C(=O)c1ccc2c(c1)OCCO2)c1nc2ccc(Cl)cc2s1	-8	687	i	9
Cc1cc(C(=O)O)ccc1-c1ccc(/C=C2\SC(=O)N(CC(=O)Nc3ccc4c(c3)OCO4)C2=O)o1	6	681	i	27
O=C1Nc2cc(C(=O)N3CCN(c4ccccn4)CC3)ccc2S/C1=C\c1ccccc1	-2	714	i	57
CSCc1ccc(C(=O)NC(C)c2cnn(-c3ccccn3)c2C)o1 (stereo unspecified)	9	853	i	3
CC(C)c1nnc(NC(=O)C2CCN(C(=O)Nc3ccc(Cl)cc3)CC2)s1	1	814	i	44
COc1ccc(-c2noc(N3CCCC(C(=O)Nc4ccccc4F)C3)n2)cc1 (stereo unspecified)	0	699	i	8
CC1CCN(C(=O)c2ccccc2NC(=O)Cc2ccccc2)CC1	-13	633	i	20
Cc1ccc(S(=O)(=O)NC2CC(C)(C)NC(C)(C)C2)cc1	7	831	i	57
CCn1c(NC(C)=O)c(-c2ccccc2Cl)c(=O)c2ccccc21	3	833	i	44
Cc1ccc2cc(CN(Cc3ccco3)C(=O)c3ccco3)c3nnnn3c2c1	-4	736	i	33
COc1ccc(NC(=O)C/C(C)=N/NC(=O)c2ccccn2)c(OC)c1	2	786	i	35
COc1ccc(C(=O)CCC(=O)NC2=NCCS2)cc1	-11	649	i	43
CC(C)(C)c1ccc(OCC(=O)NCCN2CCOCC2)cc1	-3	831	i	16
COc1ccc(-n2nc3c(c2NC(=O)c2cc4ccccc4o2)CS(=O)(=O)C3)cc1	-8	670	i	25
COc1cc(C(=O)N/N=C/c2ccc(OC(=O)c3ccccc3Cl)cc2)ccc1O	11	786	i	6
O=C1CN(C(=O)COc2ccccc2)c2ccccc2N1	-2	626	i	66
Cc1c(C)c(C)c(S(=O)(=O)Nc2ccc3[nH]c(=O)[nH]c3c2)c(C)c1C	2	786	i	22
O=C(/C=C/Nc1ccc(F)c(Cl)c1)c1ccccc1	12	838	i	50
CSc1cccc(NC(=O)N2CCc3ccc(NC(=O)c4ccccn4)cc3C2)c1	-1	691	i	31
CSc1ccc(CN2CCC(Oc3ccc(C(=O)N4CCCC4)cc3)CC2)cc1	-19	714	i	24
CC(C)N(CCCNC(=O)c1ccc(CS(=O)(=O)c2c(Cl)cccc2Cl)o1)Cc1ccccc1	-13	682	i	16
O=C(Nc1cc([N+](=O)[O-])ccc1O)c1ccc2c(c1)C(=O)N(Cc1ccco1)C2=O	15	674	i	49

# More structures follow:
SMILES	Hep lipid drop	Hep lipid drop cells 6.5 µM	T cell HTS	T cell HTS vesicle-bound %
O=C(CNC(=O)c1ccccc1F)NCc1cccnc1	-4	801	i	25
CC(=O)c1c(C)[nH]c(C(=O)Nc2cccc(C#N)c2)c1C	-10	714	i	15
CN(C)CCCN(C(=O)c1ccc(S(=O)(=O)N(C)C2CCCCC2)cc1)c1nc2ccc(Br)cc2s1	-6	708	i	5
CN(CC(=O)Nc1c(Cl)cccc1Cl)C(=O)CNC(=O)C1CCCCC1	-2	674	i	3
Cc1ccc(NC(=O)Cn2ccnc2)cc1C	-2	830	i	66
CSc1ccc(CN(C)C(=O)c2cc3ccccc3o2)cc1	-2	848	i	23
O=C(NNC(=O)c1ccc2ccccc2c1O)c1cccs1	-14	761	i	48
CCN(CCn1cccn1)C(=O)C1CCC(=O)N(CCN2CCOCC2)C1 (stereo unspecified)	-2	765	i	22
COc1ccc(S(=O)(=O)N2CCCC(C(=O)NCc3ccco3)C2)cc1OC (stereo unspecified)	-1	766	i	21
CCOC(=O)C1(Cc2ccccc2C)CCCN(S(=O)(=O)CC)C1 (stereo unspecified)	-25	833	i	57
COc1cc(-c2c(NC(=O)c3ccco3)oc3ccccc3c2=O)cc(OC)c1OC	15	761	i	19
COc1ccc(S(=O)(=O)N2CCC(C(=O)N[C@H](C(=O)N3CCCCCC3)C(C)C)CC2)cc1	-32	696	i	15
CCC(=O)Nc1nc2ccc(NC(=O)COc3ccccc3)cc2s1	1	829	i	2
Cc1cc2[nH]c3ccccc3c2cn1	16	765	i	58
Cc1ccc(C(=O)CCC(=O)N(C)CC(=O)Nc2ccccc2Br)cc1	7	729	i	16
COc1ccccc1C(=O)N/N=C(\C)CC(=O)Nc1ccc(Nc2ccccc2)cc1	0	800	i	17
COC(=O)c1cc(S(=O)(=O)NCc2ccc(F)cc2)cn1C	-5	826	i	51
O=C(NCC1CC1)Nc1cccc(C(F)(F)F)c1	4	700	i	32
CC(C)(C)c1ccccc1OCC(=O)NCCCn1ccnc1	-13	768	i	12
CCN(C(=O)CSc1nnc(-c2ccncc2)o1)c1ccccc1	-1	782	i	39
COc1nccnc1NS(=O)(=O)c1ccc(NC(=O)c2ccc(F)cc2)cc1	8	787	i	17
CC(=O)N1CCN(C(=O)c2cc(-c3cccc4ccccc34)nc3ccccc23)CC1	-3	675	i	16
COc1ccc(C(=O)N/C(=C/c2ccc(Cl)cc2)C(=O)Nc2ccc(C(=O)O)cc2)cc1	3	653	i	62
Cc1c(Cl)cccc1NC(=O)Nc1cc(C(C)(C)C)on1	47	716	i	57
COCCn1c(=O)c2c(nc3n2CC(C)CN3CCc2ccccc2)n(C)c1=O (stereo unspecified)	-5	777	i	13
CCOCCCNc1nc(C(F)(F)F)nc2c1nnn2Cc1ccccc1Cl	2	423	i	44
Cc1c(OCC(=O)C(C)(C)C)ccc2c3c(c(=O)oc12)CCCC3	47	823	i	14
CCCCC(O)(c1ccccc1)C(CN1CCOCC1)c1ccccc1 (stereo unspecified)	13	845	i	32
Cc1cccc(NC(=O)CCNC(=O)c2ccc(Br)cc2)c1	14	780	i	23
O=C(c1cccc(Cl)c1)N1CCC(C(=O)N2CCN(Cc3ccccc3)CC2)CC1	-1	817	i	12

# A section of the results above, for reference:
SMILES	Hep lipid drop	Hep lipid drop cells 6.5 µM	T cell HTS	T cell HTS vesicle-bound %
O=C(CNC(=O)c1ccccc1F)NCc1cccnc1	-4	801	i	25
CC(=O)c1c(C)[nH]c(C(=O)Nc2cccc(C#N)c2)c1C	-10	714	i	15

# (listing goes on)
SMILES	Hep lipid drop	Hep lipid drop cells 6.5 µM	T cell HTS	T cell HTS vesicle-bound %
COc1ccc(C(=O)NC2CCCc3c2cnn3-c2cc(F)cc(F)c2)c(OC)n1 (stereo unspecified)	-9	751	i	26
Cc1ccc(N2C(=O)c3ccccc3NC2(C(=O)O)c2ccccc2)cc1Cl (stereo unspecified)	50*	852*	i	34
COc1cc2ccccc2cc1C(=O)Nc1ccc(NC(=O)c2cccs2)cc1	8	790	i	17
CCn1cc(CNC(=O)c2ccc3nc(Cc4ccc(OC)cc4)oc3c2)cn1	-14	672	i	28
COC(=O)c1ccc(COc2c(F)c(F)cc(F)c2F)o1	-17	412	i	26
CCS(=O)(=O)c1nc(S(=O)(=O)c2ccc(Cl)cc2)c(N2CCC3(CC2)OCCO3)s1	-13	698	i	34
